OX1R antag-1: OX1R (human) antagonism. O43613. OX1R-expressing cells, FRET antagonist read-out. inhibition, % at 6.6 µM. 1.8% of 330,000 active. AID 485270; in the data active means inhibition mostly above about 38%, no sharp cut-off; inactive means mostly below about 40%;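 further: 0% = agonist challenge alone and 100% = reference antagonist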
Target sequence (O43613 whole entry, looked up): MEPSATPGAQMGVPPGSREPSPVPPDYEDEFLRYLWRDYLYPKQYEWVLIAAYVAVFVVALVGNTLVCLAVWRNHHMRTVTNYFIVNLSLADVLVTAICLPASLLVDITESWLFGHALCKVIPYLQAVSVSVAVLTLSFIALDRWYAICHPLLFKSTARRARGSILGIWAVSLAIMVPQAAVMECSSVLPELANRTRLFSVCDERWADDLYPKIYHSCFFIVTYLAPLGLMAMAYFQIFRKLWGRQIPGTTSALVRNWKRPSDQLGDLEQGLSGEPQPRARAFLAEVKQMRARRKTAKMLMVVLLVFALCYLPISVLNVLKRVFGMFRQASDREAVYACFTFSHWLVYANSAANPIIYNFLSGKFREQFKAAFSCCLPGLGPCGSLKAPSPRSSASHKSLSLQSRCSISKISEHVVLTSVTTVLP
OX1R antag-2: human HCRTR1 antagonism. O43613. CHO/OX1R cells, Fluo-8 calcium fluorescence, orexin A. inhibition, % at 5 µM. 0.43% of 330,000 active. AID 434989;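 active means inhibition above its plate's threshold, mean inhibition of all tested compounds on the plate plus 3 SD, cut at about 37% in these data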;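 further: 0% = orexin A challenge wells and 100% = SB-334867-A antagonist wells; not every result past the cut was called active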
Active calls of the source: *. This is a random part of the collection; overall some 2% were active at least once.

SMILES | OX1R antag-1 | OX1R antag-2
COc1ccccc1OC(C)C(=O)Nc1ccc(S(=O)(=O)Nc2nccs2)cc1 (configuration not stated) | 10 | -1
CN1CCN(C/C(=C2/N=C(c3ccccc3)OC2=O)N(C)C)CC1 | 13 | -16
COc1cc(CN2CCC(n3nccc3NC(=O)c3ccccc3OC)CC2)ccc1F | 40 | -14
Cc1c(Cl)c(-c2n[nH]c(=S)n2Cc2ccco2)nn1C | 19 | -16
CN(C)CCCN(C(=O)c1ccc(S(=O)(=O)N2CCCCCC2)cc1)c1nc2c(F)cc(F)cc2s1 | 12 | -40
OCC1OC(n2cnc3c(NC4CCCCC4)ncnc32)C(O)C1O (configuration not stated) | 11 | -3
Cc1nc(N)nc(Nc2ccc(C#N)cc2)c1Br | 22 | -18
COc1ccc(N2CCN(C(=O)C3CCN(C(=O)c4ccccc4Cl)CC3)CC2)cc1 | 8 | -11
CC1CN(CCOCCOc2ccccc2-c2ccccc2)CC(C)O1 (configuration not stated) | -5 | -39
COc1cc(/C=N/NC(=O)Cc2csc(C)n2)ccc1OCC(C)C | 9 | -15
CCOc1ccccc1NC(=O)C(OC(=O)C1CC1)c1ccccc1 (configuration not stated) | 23 | -28
Cc1oc2c(O)c(O)ccc2c(=O)c1-c1cnn(-c2ccccc2)c1 | 13 | 14
N#Cc1c(NC(=O)CSc2nc(-c3ccco3)cc(C(F)(F)F)n2)sc2c1CCCC2 | 26 | -11
CCCn1c(Nc2ccc(Cl)cc2)nc2ccccc21 | 10 | -15
Cc1ccc(/C=C2\SC(=S)N(/N=C/c3cc([N+](=O)[O-])ccc3O)C2=O)o1 | 16 | 4
CNc1ccccc1C(C)(C)c1ccn[nH]1 | 12 | 17
COC(=O)c1cn(CC(=O)Nc2ccccc2C)c2ccccc12 | -5 | -16
c1cncc(-c2nc(NCCCN3CCOCC3)c3c4c(sc3n2)CCC4)c1 | 39 | -26
CC1CN(c2ccccc2)CCN1Cc1nc(Cc2ccccc2)no1 (configuration not stated) | 19 | -15
O=C(/C=C/c1ccncc1)c1ccc(NC(=O)c2ccccc2F)cc1 | 7 | 21
C=CCSc1nc(-c2ccccc2)c2cc(Cl)ccc2n1 | 7 | -2
COCCNC(=O)c1ccc(N2CC3CC(C2)c2cccc(=O)n2C3)c(NC(=O)c2ccc(Br)o2)c1 (configuration not stated) | 22 | -18
CCN1CCN(Cc2c(C(=O)N/N=C(\C)c3ccc(Cl)cc3)nnn2-c2nonc2N)CC1 | 10 | -13
c1c2c(cc3sc(N4CCCCC4)nc13)OCCO2 | 23 | -14
Cc1onc(-c2c(F)cccc2Cl)c1C(=O)N1C=CC(C(F)(F)Cl)=NCC1 | 19 | -25

Random excerpt: 2 records from the list
SMILES | OX1R antag-1 | OX1R antag-2
CCN1CCN(Cc2c(C(=O)N/N=C(\C)c3ccc(Cl)cc3)nnn2-c2nonc2N)CC1 | 10 | -13
CNc1ccccc1C(C)(C)c1ccn[nH]1 | 12 | 17

(more compounds)
SMILES | OX1R antag-1 | OX1R antag-2
COc1cc(Cn2nnc3ccccc32)cc(Br)c1O | 17 | -23
Cc1cc(NS(=O)(=O)c2ccc(NC(=O)c3ccc([N+](=O)[O-])c(Cl)c3)cc2)no1 | 20 | -2
O=C(CCCC(=O)NC1CCCCC1)Nc1ccc([N+](=O)[O-])cc1 | -4 | -12
CC(/C=C/c1ccccc1)=N\Nc1nc2c(c(=O)[nH]c(=O)n2C)n1CCO | 16 | -4
CCCN(C(=O)CSc1nc2ccccc2n1CC)C1CCS(=O)(=O)C1 (configuration not stated) | 18 | -29
Cc1ccc(N2C(=S)SC3CS(=O)(=O)CC32)cc1 (configuration not stated) | 7 | -7
Cc1cc(C)n2c(SCC(C)C)nnc2n1 | 12 | -19
O=C(COc1coc(CN2CCc3ccccc3C2)cc1=O)Nc1cccc(F)c1 | 8 | -20
O=C(Cn1ncc2c3ccccc3n(Cc3ccccc3)c2c1=O)NCc1ccco1 | 34 | 8
COc1ccc(CC(=O)N2CCC(Nc3nc4ccccc4n3Cc3ccc(F)cc3)CC2)cc1 | 6 | -6
CC(C)(C)c1ccc(C(=O)/C=C2\NC(=O)CS2)cc1 | 24 | -11
Cc1ccc(CNC(=O)CN(Cc2ccccc2)S(C)(=O)=O)cc1 | 31 | -11
Cc1cc(/C=N/NC(=O)CC2(C)OCCO2)c(C)n1-c1ccc(Cl)c(Cl)c1 | 18 | -13
Cc1ccc(S(=O)(=O)NC2CC2)cc1[N+](=O)[O-] | 14 | -18
CCCCOC(=O)C1=C(C)NC(=O)NC1c1ccc(N(C)C)cc1 (configuration not stated) | 7 | -27
COc1ccc(OC)c(C2NC(=O)NC(C)=C2C(=O)OCc2ccccc2)c1 (configuration not stated) | 15 | -25
O=C(Nc1ccc(NC(=O)C23CC4CC(CC(C4)C2)C3)cc1)c1cc(F)c(F)cc1Cl | 3 | -9
OC(COc1ccccc1)CSc1ncn[nH]1 (configuration not stated) | 4 | -12
CCc1nn(CC(=O)NCc2ccccc2Cl)c(=O)c2cccn12 | 16 | -14
O=C1c2cccc(OCC(=O)N3N=C(c4cccs4)CC3c3ccc(F)cc3)c2CCN1Cc1cccnc1 (configuration not stated) | 25 | -14
O=C(O)CN1C(=O)CC(Cc2ccc(Cl)cc2)C1=O (configuration not stated) | 13 | 3
CC1(C)OC(=CC=Nc2ccc(Cl)cc2)OC1(C)C | 20 | 1
Cn1cc(CN2CCCC(CNS(=O)(=O)c3cccc4cccnc34)C2)cn1 (configuration not stated) | 16 | -4
COc1ccc(CC(=O)n2[nH]c(=O)cc(C)c2=O)cc1OC | 11 | -15
COc1ccc(CC(=O)NNC(=O)c2ccc(SCc3cc(F)ccc3F)c([N+](=O)[O-])c2)cc1 | 9 | -18
SMILES | OX1R antag-1 | OX1R antag-2
COC(=O)N/N=C/c1ccccc1OCc1ccccc1 | 17 | -16
CCn1c(SCC(=O)Nc2cc(C)ccc2C)nnc1-c1cnccn1 | 5 | -24
COc1cccc(NC(=O)COC(=O)CNC(=O)C2CCCCC2)c1 | 4 | -2
O=C(NC(=S)NNC(=O)c1cnccn1)c1ccc(F)cc1 | -2 | -3
O=C(CSc1n[nH]c(-c2cccnc2)n1)Nc1ccccc1 | 4 | -32
CN(c1ccc(C(=O)Nc2ccc(CC#N)cc2)cc1)S(C)(=O)=O | 31 | -14
O=C(c1ccc(-c2cc3ccccc3oc2=O)cc1)N1CCN(c2ccc(Cl)cc2[N+](=O)[O-])CC1 | 3 | -19
CCCn1c(SCC(=O)Nc2cc(S(=O)(=O)N(C)C)ccc2OC)n[nH]c1=O | 2 | -4
Cn1c(=O)c(=O)n(C)c2cc(S(=O)(=O)N3CCN(Cc4ccccc4)CC3)ccc21 | 16 | -29
CCN(CC)C(=S)Nc1ccc(Cl)c(Cl)c1 | 19 | -16
CC1(C)Cc2cccc(OCC(=O)NC3CC3)c2O1 | 6 | -19
O=C(Cc1ccccc1)NC(=S)Nc1ccc(N2CCCCC2)cc1 | 8 | -30
COc1cccc(NC(=O)CN(C)C(=O)CNC(=O)c2ccccc2F)c1 | -6 | 8
CCOC(=O)c1cc(CC)sc1/N=C/C1=C(O)CCCC1=O | 7 | -17
CCN(CC)c1ccc(NC(=O)COC(=O)CCC(=O)c2cccs2)cc1 | 2 | -20
COc1ccc2nc(SCC(=O)c3ccco3)[nH]c2c1 | 7 | -17
CCN(CC)CCNc1nc2c(c(=O)[nH]c(=O)n2C)n1CCCc1ccccc1 | 14 | -3
COc1ccccc1/C=C1\SC(=S)N(CCC(=O)Nc2cccc(O)c2)C1=O | 0 | -9
CC(C)CNC(=O)C1CC(=O)OC12CCCCC2 (configuration not stated) | 30 | -2
Cc1ccc(OCC(=O)N/N=C/c2cccc3cccnc23)cc1 | 2 | -14
O=C(CSc1nc2ccccc2c(=O)n1CC1CCCO1)NCc1ccccc1 (configuration not stated) | 11 | -21
COc1ccc(CCNC(=O)c2ccc(CNc3c(N4CCOCC4)c(=O)c3=O)cc2)cc1OC | -2 | 6
O=C(CCS(=O)(=O)c1cccc2nonc12)N1CC(=O)N(CCc2ccccc2)C(=O)C1 | 37 | -24
COc1ccc2c(c1OC)C(=O)N1N=C(c3ccc(-c4ccccc4)cc3)CC21 (configuration not stated) | -9 | -11
O=C(NCc1ccccn1)c1cc(Cl)ccc1OCc1ccccc1 | 21 | -30
SMILES | OX1R antag-1 | OX1R antag-2
CCOC(=O)c1c(C)n(CC(COC(C)=O)OC(C)=O)c2ccc(OC(C)=O)cc12 (configuration not stated) | 12 | -14
O=C(CSc1nc2ccccc2n1S(=O)(=O)c1cccc([N+](=O)[O-])c1)NCc1cccs1 | 53 | -8
CCC(C)OC(=O)C(C)Oc1ccc(-c2ccccc2)cc1 (configuration not stated) | 20 | -11
Cc1cc(C)c(S(C)(=O)=O)c(Oc2cccc(C(F)(F)F)c2)n1 | 1 | -13
COCCNC(=S)N(CCCN(C)C)Cc1cc2cc3c(cc2[nH]c1=O)OCCO3 | 12 | -1
O=C(COc1ccccc1Cl)N1CCc2ccccc2C1 | -6 | -23
COc1ccc(C(C(=O)NC2CCCCC2)N(C(=O)CCl)c2ccccc2Cl)cc1 (configuration not stated) | 2 | 6
Cc1c(C(=O)OC(C)C(C)C[N+](C)(C)C)oc2ccccc12 (configuration not stated) | 9 | -3
O=C(COC(=O)c1ccccc1Nc1cccc(C(F)(F)F)c1)NCc1ccco1 | 44 | -18
COc1ccc(Cl)cc1C(=O)N(Cc1nc(-c2cccc(C)c2)no1)C(C)C | 29 | -23
CCOc1ccc(NC(=O)CN(C)C(=O)C2CCCC2)cc1OCC | 15 | -23
CCOC(=O)N1CCN(C(=O)CCN2C(=O)c3ccccc3S2(=O)=O)CC1 | 0 | -7
N#C/C(=C\c1ccc[nH]1)C(=O)NC1CC1 | 25 | 2
c1ccc2nc3c(cc2c1)CCCCCC3 | 13 | 2
COc1ccccc1C(OC(=O)c1cccs1)C(=O)NCc1ccco1 (configuration not stated) | 21 | -20
O=P(CCNCc1ccco1)(c1ccccc1)c1ccccc1 | 4 | -24
Cc1cccc(NC(=O)CNC(=O)c2ccco2)n1 | 13 | -13
COC(=O)CCC[C@H]1CC2(C[C@H](CCCO[Si](C)(C)C(C)(C)C)N1C(=O)OC(C)(C)C)OCCO2 | 9 | 1
Cc1cccc(OCc2nnc(SCC(=O)Nc3ccc(N4CCOCC4)cc3)o2)c1 | 14 | -11
CCOc1ccc(N(CC(=O)Nc2cccc(F)c2)S(=O)(=O)c2c(C)noc2C)cc1 | 16 | -7
COc1ccc(NC(=O)CCCCC(=O)Nc2ccc(OC)cc2)cc1 | 10 | -5
Cc1ccccc1NC(=O)NCc1ccc2c(c1)OCO2 | 6 | 1
O=C(CCN1C(=O)/C(=C\c2ccccc2Cl)SC1=S)N1CCN(c2ccccc2)CC1 | 20 | -16
O=C(c1cc(-c2cccc(O)c2)on1)N1CCCCC1 | 3 | -5
COc1ccc(C(=O)NCC(=O)OCc2ccc(F)cc2)cc1 | 8 | -17

19 entries out of the list, ordered by heavy-atom count, ascending.
SMILES | OX1R antag-1 | OX1R antag-2
N#C/C(=C\c1ccc[nH]1)C(=O)NC1CC1 | 25 | 2
c1ccc2nc3c(cc2c1)CCCCCC3 | 13 | 2
Cc1ccc(S(=O)(=O)NC2CC2)cc1[N+](=O)[O-] | 14 | -18
Cc1nc(N)nc(Nc2ccc(C#N)cc2)c1Br | 22 | -18
O=C(O)CN1C(=O)CC(Cc2ccc(Cl)cc2)C1=O (configuration not stated) | 13 | 3
O=C(c1cc(-c2cccc(O)c2)on1)N1CCCCC1 | 3 | -5
Cc1ccccc1NC(=O)NCc1ccc2c(c1)OCO2 | 6 | 1
CCOC(=O)c1cc(CC)sc1/N=C/C1=C(O)CCCC1=O | 7 | -17
O=P(CCNCc1ccco1)(c1ccccc1)c1ccccc1 | 4 | -24
Cc1ccc(CNC(=O)CN(Cc2ccccc2)S(C)(=O)=O)cc1 | 31 | -11
COc1cc(/C=N/NC(=O)Cc2csc(C)n2)ccc1OCC(C)C | 9 | -15
O=C(/C=C/c1ccncc1)c1ccc(NC(=O)c2ccccc2F)cc1 | 7 | 21
CCOC(=O)N1CCN(C(=O)CCN2C(=O)c3ccccc3S2(=O)=O)CC1 | 0 | -7
COc1ccc(OC)c(C2NC(=O)NC(C)=C2C(=O)OCc2ccccc2)c1 (configuration not stated) | 15 | -25
CCN(CC)CCNc1nc2c(c(=O)[nH]c(=O)n2C)n1CCCc1ccccc1 | 14 | -3
COc1ccc(C(C(=O)NC2CCCCC2)N(C(=O)CCl)c2ccccc2Cl)cc1 (configuration not stated) | 2 | 6
N#Cc1c(NC(=O)CSc2nc(-c3ccco3)cc(C(F)(F)F)n2)sc2c1CCCC2 | 26 | -11
O=C(CSc1nc2ccccc2n1S(=O)(=O)c1cccc([N+](=O)[O-])c1)NCc1cccs1 | 53 | -8
COc1ccc(CCNC(=O)c2ccc(CNc3c(N4CCOCC4)c(=O)c3=O)cc2)cc1OC | -2 | 6

(more compounds)
SMILES | OX1R antag-1 | OX1R antag-2
OCCN(CCO)c1ccc(C(c2ccccc2Cl)c2ccc(N(CCO)CCO)cc2Cl)c(Cl)c1 | 6 | 39
CN1CCN(S(=O)(=O)c2cccc(C(=O)Nc3cc(C(N)=O)cc(C(N)=O)c3)c2)CC1 | 5 | -15
O=C(O)CCNc1ccc2c(c1)OCCO2 | 35 | -9
Cc1ccc([N+](=O)[O-])cc1S(=O)(=O)Nc1ccc(-c2ccc(N3CCOCC3)nn2)cc1 | 20 | -16
COc1ccc(NS(=O)(=O)c2cc(NC(=O)C3=NN(c4ccccc4)C(=O)CC3)ccc2OC)cc1 | 4 | 27
Cc1ccccc1Cn1ccc(NC(=O)c2cc3ncc(Br)cn3n2)n1 | 15 | -31
COc1ccc(NC(=O)Nc2ccc(F)cc2)c(C)c1 | 8 | -12
CNC(=O)NC(=O)COC(=O)c1n[nH]c2ccccc12 | 14 | -23
CCOc1ccc(CN2CCN(Cc3cn(CC)nc3C)CC2CCO)cc1 (configuration not stated) | 8 | -21
Brc1ccc(Oc2ncc(CN3CCOCC3)s2)cc1 | 16 | -8
O=C(c1ccco1)N1CCN(CCOc2ccc(F)cc2)CC1 | -14 | -12
Cc1ccc(NC(=O)Cn2nnc(C(=O)NCc3ccco3)c2N)c(C)c1 | 6 | 6

Bioassay records: PubChem BioAssay, The Scripps Research Institute Molecular Screening Center
